B2AR arrestin = beta2AR (human) beta-arrestin recruitment activity; beta-arrestin recruitment to beta2AR, cell-based reporter; Potency, µM (series often up to 46.1 µM), for the others: at the highest dose activation, usual class: activators; 330,000 tested, 0.02% active; AID 492947;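 also: potency is read from the fitted curve at half-maximal effect; 0% = DMSO controls and full agonism = EC100 isoproterenol or metaproterenol; nearly all actives have a fitted effect of over 65% in size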
Coupling enz = coupling enzyme interference in Giardia aldolase counter-screen; 290,000 tested, 0.67% active; coupling enzyme system counterscreen, AmpLite Red fluorescence; activity change, negative = inhibition, % at 58.2 µM, hits read low; in the data active = activity change below about -30%; also: % is scaled to controls: 0 for no effect and ±100 for the full control effect
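Final compound at 57.5 uM, incubated 10 min at RT with coupling enzyme reagent (glyceraldehyde-3-phosphate), then 20 min with substrate and AmpLite Red detection. Fluorescence read at 525/598 nm; tests interference with the coupling assay, not aldolase inhibition.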
PKM2 activator = increases activity of human pyruvate kinase M2; P14618; purified PKM2, Kinase-Glo ATP luminescence, activation; response scale: 0% is enzyme alone, no compound; Potency, µM (titrated, usually from 57.5 µM), for the others: top-dose activation, usual class: activators; 260,000 tested, 0.34% active; also: potency is read from the fitted curve at half-maximal effect; % is scaled to controls: 0 for no effect and ±100 for the full control effect; nearly all actives have a fitted effect of over 55% in size
Target sequence (P14618 whole entry, looked up): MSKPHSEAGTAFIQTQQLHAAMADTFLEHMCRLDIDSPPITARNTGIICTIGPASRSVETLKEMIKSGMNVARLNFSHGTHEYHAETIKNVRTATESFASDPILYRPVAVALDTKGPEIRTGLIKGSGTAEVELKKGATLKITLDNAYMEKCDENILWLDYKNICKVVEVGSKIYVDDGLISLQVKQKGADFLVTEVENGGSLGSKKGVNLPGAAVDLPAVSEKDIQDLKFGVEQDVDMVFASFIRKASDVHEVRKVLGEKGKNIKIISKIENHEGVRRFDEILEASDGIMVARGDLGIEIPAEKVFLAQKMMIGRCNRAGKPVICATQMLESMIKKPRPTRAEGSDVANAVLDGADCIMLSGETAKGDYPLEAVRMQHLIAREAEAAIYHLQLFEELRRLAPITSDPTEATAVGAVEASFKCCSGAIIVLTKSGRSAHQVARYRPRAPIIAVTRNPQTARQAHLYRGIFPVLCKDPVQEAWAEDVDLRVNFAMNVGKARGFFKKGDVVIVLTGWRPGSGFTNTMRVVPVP
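Kinase-Glo luminescence reports ATP generated from ADP (0.1 mM) and PEP (0.5 mM) by purified hPK-M2 after 1 h at room temperature, pH 7.2 imidazole buffer; intermediate enzyme activity allows detecting inhibitors and activators.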
ASM inhibitor = inhibitors of human secretory acid sphingomyelinase | Potency, µM (doses to about 57.5 µM), inactives show top-dose activity change, negative = inhibition, usual class: inhibitors | 340,000 tested, 0.006% active | P17405 | placental ASM, HMU-PC fluorogenic substrate, 60 min | AID 504937; also: potency is read from the fitted curve at half-maximal effect
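HMU-PC0 cleavage (9 uM final) by human placental ASM, 60 min at 37 °C following 10 min compound exposure at RT; stopped at pH 10, fluorescence Ex 386/Em 447 nm.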
Menin MLL FP TR = displaces Texas Red mutant MLL peptide from human menin; O00255; Menin + Texas Red MLL mutant peptide, fluorescence polarization; Potency, µM (doses to about 61.6 µM), inactives show top-dose FP activity change, negative = inhibition, usual class: inhibitors; 270,000 tested, 0.23% active; AID 1768; active = well fitted inhibition curve with a large enough effect in the polarisation, with a control signal flat, not every such curve was filed as active; inconclusive = small, poorly fitted or top-dose-only effect, or effect the other way, or a change in a side signal; inactive = no such curve, though single readings can be large or run the other way; the % refers to the polarisation; also: potency is read from the fitted curve at half-maximal effect; % of control where 0% means no effect; many of its hits are not listed in these tables
GALK inh = inhibitors of human galactokinase | 270,000 tested, 0.007% active | AID 1868 | P51570 | Potency, µM (doses to about 57.5 µM), for the others: at the top dose activity change, negative = inhibition, usual class: inhibitors | Purified GALK, Kinase-Glo residual ATP luminescence; also: potency is read from the fitted curve at half-maximal effect; % is scaled to controls: 0 for no effect and ±100 for the full control effect
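GALK at 5 nM final was combined with compound, 35 uM ATP and 100 uM galactose in HEPES pH8.0 with MgCl2 and DTT. The reaction ran one hour at room temperature before luminescent ATP detection.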
Tb PFK inh = T. brucei PFK enzyme inhibition; O15648; T. brucei PFK, ADP-Glo luminescence; Potency, µM (doses to about 57.5 µM), for the others: at the top dose activity, negative = inhibition, actives largely listed as inhibitors; 330,000 tested, 0.17% active;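 also: potency is read from the fitted curve at half-maximal effect; 0% = uninhibited 1x PFK enzyme wells and -100% = no-enzyme wells; nearly all actives have a fitted effect of over 60% in size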
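In TEA buffer at pH 8.0 with 5 mM MgCl2, enzyme (1.25 nM) converted F6P (0.5 mM) and ATP (0.1 mM) for 45 min at room temperature. ADP product was read by luciferase luminescence.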
Giardia kill = kills Giardia lamblia | Giardia lamblia trophozoite viability | activity change, % at 7.66 µM, hits read low | 340,000 tested, 0.15% active; in the data active = activity change below about -80%; inconclusive = between about -30% and that limit;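 also: parasites exposed to compound for two days anaerobically before the ATP read; % is scaled to controls: 0 for no effect and ±100 for the full control effect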
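Giardia trophozoites, 100 cells per well, were exposed to compounds for 48 hrs at 37 deg C under anaerobic conditions; viability was then read as ATP content by bioluminescence after 15-30 min at room temperature.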
PTAP TSG101 blk = blocks PTAP/TSG101 interaction to inhibit HIV-1 budding | Q99816 | Fluorescence polarization, FITC-PTAP peptide / Tsg101 binding | Potency, µM (highest dose often 115 µM), for inactives: at the top dose activity change, negative = inhibition, actives largely listed as inhibitors | 340,000 tested, under 10 active | AID 493005; active = well fitted inhibition curve with a large enough effect in the main read-out, with a control signal flat, not every such curve was filed as active; inconclusive = small, poorly fitted or top-dose-only effect, or effect the other way, or a change in a side signal; inactive = no such curve, though single readings can be large or run the other way; also: potency is read from the fitted curve at half-maximal effect; % of control where 0% means no effect
Target sequence (Q99816 whole entry, looked up): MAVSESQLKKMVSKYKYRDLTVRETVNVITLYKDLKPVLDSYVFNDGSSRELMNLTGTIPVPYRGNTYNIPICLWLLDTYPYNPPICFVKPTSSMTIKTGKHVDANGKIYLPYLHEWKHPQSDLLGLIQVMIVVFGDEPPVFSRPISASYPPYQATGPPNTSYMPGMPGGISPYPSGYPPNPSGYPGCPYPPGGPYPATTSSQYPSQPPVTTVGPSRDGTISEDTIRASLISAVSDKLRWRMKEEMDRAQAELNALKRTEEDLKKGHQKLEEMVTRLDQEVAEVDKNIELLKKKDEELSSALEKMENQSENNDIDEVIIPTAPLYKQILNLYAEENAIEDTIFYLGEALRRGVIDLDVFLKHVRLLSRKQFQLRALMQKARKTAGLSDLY
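Steps: Tsg101 binding domain dispensed (10 uM final), compounds pinned in DMSO, FITC-labeled PTAP-motif peptide added (50 nM final); after 20 min binding at room temperature, polarization measured.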
Integrin act MD = integrin-mediated muscular dystrophy alleviation activation; alpha7betagal myoblasts, beta-gal FDG fluorescence, 48 h; Potency, µM (titrated, usually from 38.3 µM), inactives show at the highest dose activation, actives largely listed as activators; 350,000 tested, 0.064% active;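 also: potency is read from the fitted curve at half-maximal effect; 100% = response of the positive control SU9516; nearly all actives have a fitted effect of over 60% in size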
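alpha7betagal+/- myoblasts (passage 13, 250/well) treated 48 h at 37C with compounds at 1:260 dilution of DMSO stock. Lysed, then beta-galactosidase activity read as FDG fluorescence (ex 480/em 540) after 30 min, with pre-read for autofluorescence.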
Chronic BCR inh = inhibitors of chronic active B-cell receptor signaling. 340,000 tested, 0.05% active. Potency, µM (titrated, usually from 46.1 µM), without a hit: top-dose ratio change, negative = lower green/red ratio, hits mostly inhibitors. AID 493014. ABC-DLBCL IkBa-CBG/CBR reporter, luminescence ratio, 4 h; active = well fitted inhibition curve with a large enough effect in the signal ratio, with a control signal flat, not every such curve was filed as active; inconclusive = small, poorly fitted or top-dose-only effect, or effect the other way, or a change in a side signal; the % refers to the signal ratio;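 also: potency is read from the fitted curve at half-maximal effect; plate controls were basal doxycycline-induced cells for no effect and cells given 10 µM MG132 for full effect; MG132 reads +100%, hits lower the ratio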
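Concentration-response series (up to 46 uM) were applied to TMD8 dual-reporter cells for 4 h at 37C with doxycycline. Green/red ratio, after filter-overlap correction, defined %Activity; red signal alone was normalised to basal cells and zero luminescence.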
Active calls of the source: *; ? = inconclusive; nt = not tested or not shown; [ ] = another dose, or the depositor's remark. Unless noted, calls follow the shape of the dose curve; as a rule, active = well fitted curve in the direction sought with a large enough effect; inconclusive = small, poorly fitted or top-dose-only effect, or another doubt; inactive = no such curve, though single readings can be large; an effect the other way counts as inactive or inconclusive. Not all compounds are listed; count on the stated rates, not on these rows.

Values run as follows: B2AR arrestin	Coupling enz	PKM2 activator	ASM inhibitor	Menin MLL FP TR	GALK inh	Tb PFK inh	Giardia kill	PTAP TSG101 blk	Integrin act MD	Chronic BCR inh
Cc1onc(-c2c(Cl)cccc2Cl)c1C(=O)NCC1CCCO1 (centres undefined)
    -0.3%	3	0%	1%	-2%	0%	-8%	13	-4%	3%	?
O=C(Cn1nnc(-c2ccccc2F)n1)NCCc1ccccc1
    0.1%	2	-18%	1%	-5%	1%	-4%	-4	-2%	19%	-1%
Cc1ccc2nc3c(c(C(=O)OCC(=O)N(C)C4CCS(=O)(=O)C4)c2c1)CCCC3 (centres undefined)
    -1.0%	-3	-5%	-1%	-9%	1%	-1%	26	-2%	0%	-12%
Cc1ccc(-n2ncc3c2CC(C)(C)CC3NC(=O)c2c(C)noc2C)cc1 (centres undefined)
    0.0%	nt	nt	-1%	nt	-2%	-2%	36[activator]	1%	15%	4%
CS(=O)(=O)N(CCc1ccccc1)CC(=O)NCc1ccccc1Cl
    -0.4%	-1	5%	0%	-24%	9%	-16%	8	-8%	-5%	-10%
CC(=O)Nc1cccc(NC(=O)CSc2nnc3ccc(-c4cccnc4)nn23)c1
    -0.2%	nt	nt	1%	nt	nt	2%	-8	-1%	19%	-8%
CC(=O)c1ccc(N2CCN(S(=O)(=O)c3ccc(-c4cnc(C5CC5)o4)cc3)CC2)cc1
    0.4%	nt	nt	2%	nt	5%	-11%	-4	-2%	-19%	-19%
C=C(C)COc1ccc(-c2[nH]ncc2Oc2ccc(OC)cc2)c(O)c1
    -0.8%	-3	-2%	-3%	nt	-5%	-1%	4	-1%	-31%	?
NCC/C=C1/c2ccccc2CSc2ccccc21
    -1.0%	1	1%	1%	19%	0%	0%	1	-7%	-68%[inhibitor]	11%
O=C(NC1=NCCS1)c1ccc(C(F)(F)F)cc1
    0.3%	2	nt	2%	10%	0%	-2%	-12	-10%	?	?
CCOCCCNCc1ccc(OCCC(C)C)c(OC)c1
    -0.2%	1	7%	4%	-21%	-2%	-2%	-1	-3%	-3%	-17%
COc1ccc(C(=O)C2CCN(C(=O)c3ccc(F)cc3)CC2)cc1
    -0.1%	2	-1%	-3%	-7%	-1%	-2%	-15	1%	1%	1%
O=C(c1ccc(Cl)cc1)N1CCN(C(=O)C2CCCCC2)CC1
    0.5%	nt	-6%	-1%	nt	-2%	1%	6	1%	25%	0%
Cc1ccc(N2CC(C(=O)Nc3ccc(S(=O)(=O)Nc4nccs4)cc3)CC2=O)cc1C (centres undefined)
    0.1%	5	nt	-6%	?	-3%	-10%	-10	-4%	-11%	8%
Cc1ccc(NC(=S)NCCc2ccc(Cl)cc2)c(C)c1
    -0.1%	-1	-2%	-3%	-20%	0%	-2%	-6	-4%	-6%	-1%
COc1cccc(OCC(O)CN2CCN(c3ccc(F)cc3)CC2)c1 (centres undefined)
    0.5%	1	nt	0%	?	-1%	1%	-2	1%	-20%	-1%
CC(C)CC(=O)NS(=O)(=O)c1ccc(NC(=O)c2ccco2)cc1
    0.3%	-7	1%	-6%	-1%	1%	-1%	9	-7%	15%	?
Cc1cccc(OCCCc2c(C)n[nH]c2C)c1
    0.0%	0	-4%	1%	-12%	0%	-1%	-2	-5%	-22%[7.66 µM]	?
NC(=O)C1CCN(C(=O)c2ccc(F)c(S(=O)(=O)N3CCOCC3)c2)CC1
    -0.1%	nt	nt	1%	nt	nt	-5%	16	0%	15%	0%
COc1ccccc1C(=O)N1CCC(N2CCN(c3ccccc3OC)CC2)CC1
    -0.4%	-2	-1%	0%	nt	1%	-5%	7	1%	-13%	14%
Clc1ccccc1-c1ccc(/C=N/Nc2nncc(-c3ccccc3)n2)o1
    0.1%	-3	7%	-7%	11%	0%	-1%	-25	-5%	26%	-2%
Cn1nccc1C(=O)Nc1ccccc1C(=O)O
    -0.4%	3	-10%	6%	7%	1%	2%	-3	3%	13%	?
COc1ccc(-c2csc(N(CC(C)C)C(=O)c3ccco3)n2)cc1
    -0.4%	2	-4%	-5%	35%[activator]	-6%	-3%	-15	-2%	19%	?
COc1ccc(NC(=O)CN2C(=O)NC3(CCCC3)C2=O)cc1Cl
    -0.3%	4	nt	-2%	?	-2%	8%	11	-4%	-17%	?
CC(CCCC(C)(C)O)CC1C2=C(CCCC2=O)OC2=C1C(=O)CCC2 (centres undefined)
    -0.1%	0	-12%	3%	?	0%	8%	0	-5%	-7%	0%
CCOC(=O)CSc1nnc(CNC(=O)c2ccccc2OC)n1-c1ccc(OC)cc1
    -0.3%	2	-15%	5%	7%	0%	2%	-8	-2%	-5%	1%
FC(F)Oc1ccccc1/C=N/n1cnc2ccccc21
    -0.1%	-2	-2%	-7%	2%	-2%	3%	-3	-1%	-8%	?
O=C(Nc1ccccc1N1CCN(C(=O)c2ccccc2)CC1)c1ccco1
    -1.4%	5	1%	-1%[11.5 µM]	?	1%	3%	1	-7%	0%	?
O=C(NC1CCCCC1)c1ccc(S(=O)(=O)N2CCCCC2)cc1
    -0.5%	1	-4%	0%	-10%	1%	1%	-4	0%	-5%	?
Cc1cc(C)c(NC(=O)CNC(=O)c2ccccc2OCc2c(C)noc2C)c(C)c1
    -0.3%	nt	nt	1%	nt	nt	-1%	2	-2%	-16%	?

Going on with the list.
Values run as follows: B2AR arrestin	Coupling enz	PKM2 activator	ASM inhibitor	Menin MLL FP TR	GALK inh	Tb PFK inh	Giardia kill	PTAP TSG101 blk	Integrin act MD	Chronic BCR inh
COC(=O)c1cc(NC(=O)c2ccc(F)cc2)cc(C(=O)OC)c1
    -0.7%	0	0%	2%	9%	-3%	-1%	1	1%	8%	3%
Cc1ccccc1OCC(=O)NS(=O)(=O)c1ccc(Cl)cc1
    0.5%	nt	0%	2%	nt	7%	8%	2	0%	28%	-1%
CC(C)(C)c1ccc(OCC(=O)Nc2ccc3c4c(cccc24)C(=O)NC3=O)cc1
    0.0%	-3	1%	257%[activator]	-15%	5%	-1%	-1	-13%	-116%[inhibitor]	?
Cc1ccc(NC(=O)CN2C(=O)NC3(CCCc4ccccc43)C2=O)c(Cl)c1 (centres undefined)
    0.2%	nt	nt	-2%	nt	nt	-5%	-9	-6%	6%	2%
CCOC(=O)c1ccccc1NC(=O)COC(=O)CN1C(=O)C2CC=CCC2C1=O (centres undefined)
    0.3%	0	-2%	-3%	-14%	-8%	1%	-5	-1%	18%	-2%
COC(=O)c1c(NS(=O)(=O)Cc2ccccc2)sc2c1CCCC2
    0.0%	3	1%	-8%	-7%	-1%	-5%	-13	-9%	-8%	14%
COc1ccc(C)cc1S(=O)(=O)NC(C)C(=O)Nc1ccc2c(c1)OCO2 (centres undefined)
    0.1%	0	1%	-2%	7%	14%	2%	0	-5%	-19%	-2%
CCN(c1ccccc1)c1nc(=O)c2cccnc2s1
    -0.2%	2	0%	1%	-19%	1%	5%	-25	0%	-11%	15%
Cn1c(N)c(C(=O)CSc2nnc3n2CCCCC3)c(=O)n(C)c1=O
    0.0%	nt	nt	4%	nt	nt	-1%	9	-4%	6%	-1%
Cc1ccc(OCCC(=O)OCC(=O)Nc2c(C)nn(-c3ccccc3)c2C)cc1
    0.1%	nt	nt	nt	nt	nt	-6%	-6	-1%	11%	-3%
COCc1cc(C)n(CC(=O)Nc2ccc(Cl)cc2Cl)c(=O)c1C#N
    0.2%	0	-4%	11%	-4%	0%	-2%	-13	-2%	2%	10%
O=C(NC1CCCCCC1)c1ccc2c(=O)n3c(nc2c1)CCCCC3
    -1.1%	2	0%	-3%	3%	2%	-2%	2	0%	-19%	?
CC1(C)CC(=O)C(C=NCCN2CCN(C(=O)NC34CC5CC(CC(C5)C3)C4)CC2)=C(O)C1
    -0.1%	1	-3%	2%	0%	6%	5%	5	1%	-27%	?
COC(=O)c1ccc(C)c(NC(=O)c2ccc(Cl)c([N+](=O)[O-])c2)c1
    -2.4%	7	-2%	3%	4%	2%	-3%	4	-14%	35%	?
O=C(O)c1ccccc1NS(=O)(=O)c1ccc(NN=Cc2ccccc2F)c([N+](=O)[O-])c1
    -0.2%	nt	nt	?	nt	nt	-2%	-7	-8%	18%	?

High-throughput results from PubChem BioAssay.
